CHRM5 antagonist: antagonists of human muscarinic M5 receptor (CHRM5); hit rate 0.59% among 360,000; inhibition, % at 3 µM; CHO-hM5 cells, Fluo-8 calcium fluorescence, ACh EC80; AID 624040;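 active = inhibition above a per-plate cutoff, the mean of that plate's test compounds plus 3 SD, cut at about 27% in these data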;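 note: 0% = acetylcholine EC80 with DMSO and 100% = DMSO without agonist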
Target sequence (P08912 whole entry, looked up): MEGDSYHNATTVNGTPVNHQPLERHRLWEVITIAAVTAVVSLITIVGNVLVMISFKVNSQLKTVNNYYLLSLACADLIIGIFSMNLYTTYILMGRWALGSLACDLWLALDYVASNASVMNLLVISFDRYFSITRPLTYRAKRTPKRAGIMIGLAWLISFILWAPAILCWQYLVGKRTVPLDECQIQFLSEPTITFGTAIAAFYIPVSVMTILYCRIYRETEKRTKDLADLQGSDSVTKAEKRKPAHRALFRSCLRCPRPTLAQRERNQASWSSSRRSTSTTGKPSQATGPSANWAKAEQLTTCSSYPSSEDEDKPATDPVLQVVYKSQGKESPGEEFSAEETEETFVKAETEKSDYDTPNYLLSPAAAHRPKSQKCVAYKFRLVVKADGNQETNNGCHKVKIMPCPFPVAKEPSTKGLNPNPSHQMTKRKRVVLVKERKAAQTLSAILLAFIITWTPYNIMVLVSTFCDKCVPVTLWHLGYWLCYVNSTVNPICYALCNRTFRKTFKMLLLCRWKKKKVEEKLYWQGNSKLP
TAAR1 ag: agonists of human TAAR1; hit rate 0.99% among 360,000; activation, % at 3 µM; CHO RD-HGA16 TAAR1, Fluo-8 calcium fluorescence; vehicle wells 0%, saturating PEA agonist 100%; Q96RJ0; AID 624467;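 active = activation above the mean activation of all test compounds in the run plus 3 SD, cut at about 38% in these data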
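test system = CHO RD-HGA16 cells carrying human TAAR1 plus Gα16 | schedule = 17-24 h seeding, 75 min 37 °C dye, 30 min RT | compound dosing = 3 µM single concentration | control set = DMSO and PEA EC100 | replicates = n 1 | signal = Fluo-8 fluorescence, 5 s baseline then 140 s kinetic read | measure = percent activation vs PEA EC100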
CHRM1 antagonist: antagonists of human M1 muscarinic receptor; P11229; CHO-K1 hM1, Fluo-8 calcium fluorescence, ACh EC80 antagonist; inhibition, % at 3 µM; hit rate 1.3% among 360,000; AID 588852;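 active = percent inhibition above its own plate's cutoff, namely the mean of that plate's compound wells plus 3 SD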;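 note: peak over basal fluorescence ratio during 140 s after agonist addition; 0% = ACh EC80 plus DMSO and 100% = DMSO alone without agonist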
Target sequence (P11229 whole entry, looked up): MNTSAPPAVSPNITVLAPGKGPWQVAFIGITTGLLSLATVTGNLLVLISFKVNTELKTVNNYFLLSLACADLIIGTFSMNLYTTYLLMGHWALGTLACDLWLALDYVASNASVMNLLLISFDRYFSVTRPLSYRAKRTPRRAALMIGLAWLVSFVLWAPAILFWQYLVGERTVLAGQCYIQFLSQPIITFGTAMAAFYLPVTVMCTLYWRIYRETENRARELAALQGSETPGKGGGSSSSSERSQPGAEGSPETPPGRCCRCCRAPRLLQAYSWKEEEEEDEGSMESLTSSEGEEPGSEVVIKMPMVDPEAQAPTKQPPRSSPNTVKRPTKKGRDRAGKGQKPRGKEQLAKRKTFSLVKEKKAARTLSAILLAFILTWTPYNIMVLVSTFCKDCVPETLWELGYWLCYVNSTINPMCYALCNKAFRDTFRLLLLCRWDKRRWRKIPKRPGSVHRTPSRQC
CHRM4 agonist: CHRM4 agonism in calcium assay | hit rate 0.14% among 360,000 | activation, % at 3 µM | CHO-K1 hM4/Gqi5, Fluo-8 calcium fluorescence; vehicle 0%, full acetylcholine response 100%;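 active = activation above the run mean over all test wells plus 3 SD, cut at about 32% in these data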;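 note: peak over basal fluorescence ratio per well then scaled between controls; 0% = DMSO wells and 100% = acetylcholine at EC100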
CHRM5 agonist: CHRM5 agonism in calcium assay | activation, % at 3 µM | hit rate 0.19% among 360,000 | AID 624037 | CHO-K1 hM5 cells, Fluo-8 calcium fluorescence; 0% DMSO wells, 100% maximal acetylcholine response;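 active = activation above the run's mean over test compounds plus 3 SD, cut at about 23% in these data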;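 note: signal is peak over basal fluorescence ratio across the kinetic read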
M5 PAM: potentiates acetylcholine response at human M5 receptor; CHO-K1 hM5, Fluo-8 calcium, ACh EC20 PAM; 0% = ACh EC20, 100% = ACh EC100; activation, % at 3 µM; hit rate 0.3% among 360,000; AID 624038;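 active = activation above the run cutoff, the mean activation of all test compounds plus 3 SD, cut at about 18% in these data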
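Measured by: Fluo-8 calcium fluorescence; material: human M5 receptor in CHO-K1 cells; schedule: Post-acetylcholine fluorescence recording 140 s; benchmarks: low control EC20 acetylcholine (0%), high control EC100 acetylcholine (100%); read-out: Max/basal fluorescence ratio as % of EC20–EC100 ACh window; compound: single dose, 3 µM nominal final test concentration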
CHRM1 PAM: human CHRM1 positive allosteric modulation; activation, % at 3 µM; CHO-K1 hM1, Fluo-8 calcium fluorescence, ACh EC20; 0% = ACh EC20, 100% = maximal ACh; hit rate 0.088% among 360,000; in the data active = activation above about 19%, passing the limit was not always enough
M1 ag: human M1 muscarinic receptor agonism; P11229; CHO-K1 hM1, Fluo-8 calcium fluorescence, agonist mode; 0% DMSO, 100% acetylcholine EC100; activation, % at 3 µM; hit rate 0.33% among 360,000; AID 588814;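 active = activation above the run's mean compound activation plus 3 SD, cut at about 16% in these data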;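 note: peak over basal fluorescence ratio within a 140 s kinetic read after compound addition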
M4 antag: CHRM4 antagonism in calcium assay | P08173 | CHO-hM4 cells, ACh EC80, Fluo-8 calcium fluorescence | inhibition, % at 3 µM | hit rate 0.73% among 360,000;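 active = inhibition above its plate's cutoff, the mean inhibition of sample wells plus 3 SD, cut at about 27% in these data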;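 note: 0% = acetylcholine EC80 with DMSO and 100% = DMSO without agonist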
Numbers without * were called inactive; . = not tested or not shown.

The first 3 compounds, to show the layout:
SMILES	CHRM5 antagonist	TAAR1 ag	CHRM1 antagonist	CHRM4 agonist	CHRM5 agonist	M5 PAM	CHRM1 PAM	M1 ag	M4 antag
COC(=O)c1ccc(CSc2nc3cc(Cl)ccc3s2)o1	0	18	4	-1	-9	-8	-2	-6	4
COc1ccc(Cl)cc1NC(=O)CN1CCN(S(=O)(=O)N2CCOCC2)CC1	17	0	-4	1	-2	-5	7	1	1
Cc1c(Cl)cccc1NC(=O)Cn1cccc1	2	11	-8	0	0	2	5	-10	2

The list itself, from the start:
SMILES	CHRM5 antagonist	TAAR1 ag	CHRM1 antagonist	CHRM4 agonist	CHRM5 agonist	M5 PAM	CHRM1 PAM	M1 ag	M4 antag
COC(=O)c1ccc(CSc2nc3cc(Cl)ccc3s2)o1	0	18	4	-1	-9	-8	-2	-6	4
COc1ccc(Cl)cc1NC(=O)CN1CCN(S(=O)(=O)N2CCOCC2)CC1	17	0	-4	1	-2	-5	7	1	1
Cc1c(Cl)cccc1NC(=O)Cn1cccc1	2	11	-8	0	0	2	5	-10	2
CSC1=NCCN1C(=O)COc1ccc2ccccc2c1	-6	3	-8	2	2	-2	5	-1	-12
Cc1nn(Cc2c(F)c(F)c(F)c(F)c2F)c(C)c1NC(=O)c1c(-c2ccccc2)nn(-c2ccccc2)c1C	-7	7	-8	0	1	2	8	-1	8
COCCCn1c(=O)c2ccccc2c2ccccc2c1=O	-10	6	-29	1	-4	12	8	-4	3
Cc1onc(-c2ccccc2Cl)c1C(=O)N1CCN(c2ncccn2)CC1	-3	9	-10	2	3	1	5	1	-3
COCCOC(=O)c1[nH]c2c(c1C)C(=O)CC(c1cc(OC)c(OC)c(OC)c1)C2 (stereo not drawn)	12	4	11	6	1	-8	-6	-2	-7
O=C(Nc1cc(C(F)(F)F)ccc1N1CCCC1)c1ccc2c(c1)OCO2	-1	9	7	-3	-6	-7	-1	-5	-14
CCc1ccc(N2C(=O)/C(=C/c3cccs3)N(CC(=O)OC)C2=S)cc1	6	4	23	0	1	-6	-17	-5	12
CC(NC(=O)C(c1ccccc1)c1ccccc1)C(=O)N1CCCCC1 (stereo not drawn)	1	4	-9	0	-4	15	13	-4	-12
Cc1cc(NC(=O)CCSc2nc(-c3ccco3)cc(C(F)(F)F)n2)no1	0	8	-10	1	-3	5	2	-5	8
CCC(C)c1ccc(S(=O)(=O)N2CCN(C(C)C(=O)NC3CCCC3)CC2)cc1 (stereo not drawn)	5	6	-4	4	1	-14	-2	-2	1
O=C(COc1ccc(CNC[C@H]2O[C@@H](n3ccc(=O)[nH]c3=O)[C@H](O)[C@@H]2O)cc1)Nc1nccs1	0	1	-39	1	1	2	9	-4	-4
O=S(=O)(Nc1ccccc1N1CCOCC1)c1cccs1	3	2	-3	0	-2	0	3	-3	6
COc1ccc(CN(Cc2cccn2C)S(=O)(=O)c2cccc(C(F)(F)F)c2)cc1	13	3	-2	-1	-4	-3	1	-2	5
COc1ccc(NC(=S)NC(C)C(c2ccccc2)N2CCOCC2)cc1 (stereo not drawn)	-6	4	5	1	-3	12	7	-10	-3
CC(OC(=O)c1cc(S(=O)(=O)N2CCOCC2)ccc1F)C(=O)NC1CCCC1 (stereo not drawn)	4	1	10	1	3	2	2	-5	4
COCCn1c(SCC(=O)NC(C)c2ccc(F)cc2)nc2ccccc21 (stereo not drawn)	12	0	1	1	-2	-5	6	-3	0
Nc1cccc(-c2nc3cc(S(=O)(=O)c4ccc5oc(-c6cccc(N)c6)nc5c4)ccc3o2)c1	-5	4	1	0	2	-2	2	-1	10
CCC1CCCCN1CCCNC(=O)CCCNC(=O)Cn1cnc2sc3c(c2c1=O)CCCC3 (stereo not drawn)	8	1	1	1	-19	4	-3	-7	2
Brc1ccc(-c2cn3cccnc3n2)cc1	-2	7	7	-1	-3	0	1	-4	8
COC(=O)c1cc(OC)c(OC)cc1NC(=S)N1CCC(C(N)=O)CC1	5	5	-7	1	1	-1	14	2	-2
O=C(COC(=O)c1cncc(Br)c1)Nc1ccc(N2CCCCC2)cc1	3	-2	1	2	1	-4	-5	-7	10
COC(=O)CNC(=O)CSc1nnc2cc(C)c3ccccc3n12	0	0	-7	1	-2	4	8	-2	-6
Additional compounds:
SMILES	CHRM5 antagonist	TAAR1 ag	CHRM1 antagonist	CHRM4 agonist	CHRM5 agonist	M5 PAM	CHRM1 PAM	M1 ag	M4 antag
COc1ccc(Nc2nc(C)cc(C)c2C(N)=O)cc1OC	-8	0	0	0	0	2	-2	-5	-6
COC(=O)c1ccc(CN2CCCC(C(=O)Nc3ccc(-c4ccn[nH]4)cc3)C2)cc1 (stereo not drawn)	10	6	12	18	-2	-8	-8	36*	-25
COC(=O)c1cc(S(=O)(=O)NCC2CCN(CCc3ccc(OC)cc3)CC2)cn1C	-8	2	4	1	-8	1	-5	-6	2
CC(C)c1ccc(C(O)P(=O)(OCc2ccccc2)c2ccc(N(C)C)cc2)cc1 (stereo not drawn)	-1	1	0	1	1	4	3	4	-6
COc1ccc(C(=O)c2sc(Nc3ccccc3)nc2N)cc1OC	1	1	-6	5	-3	-2	4	-6	-11
CC(C)(C)[C@@H]1CCC(=O)N(CC[C@H](Sc2ccc(Br)cc2)c2ccccc2)CC1	6	2	-4	1	-4	-2	2	-4	-20
COC(=O)[C@H](CCSC)NC(=O)Cn1cnc2c(SC)nc(N)nc21	-4	1	5	-1	0	1	-3	-3	2
O=C(N/N=C/c1c(Cl)cccc1Cl)c1ccc(-n2cnnn2)cc1	17	4	0	1	0	-4	4	-1	0
Cc1ccc(NC(=O)CSc2nnc(CCNC(=O)OC(C)(C)C)o2)c(C)c1	-5	5	-12	2	-1	-3	15	-3	-5
COC(=O)c1c(C)[nH]c(C(=O)CC#N)c1C	2	2	-12	0	-2	8	6	-2	12
O=C(N/N=C/c1ccco1)C(O)c1ccccc1 (stereo not drawn)	4	1	-12	0	-1	9	9	-3	3
CCOC(=O)c1ccc(NC(=O)C2(c3ccc(OC)cc3)CCOCC2)cc1	5	6	-10	-1	-2	-4	10	-4	9
C#CCNc1nc(CC)nc2c1nnn2Cc1ccccc1F	-11	20	-14	1	-4	7	6	-2	-10
COC(=O)COc1cc2ccccc2cc1C(=O)Nc1ccccc1	1	-1	-6	0	-1	-4	9	-6	-5
Nc1cccc2cccc([N+](=O)[O-])c12	1	9	-18	0	1	4	20	2	-5
C=CCNC(=O)c1cnc(-c2ccccc2)nc1-c1ccccc1	7	1	-12	2	-2	2	2	-5	1
Cc1ccc2c(COC(=O)C3CC(=O)N(c4ccc5c(c4)OCCO5)C3)cc(=O)oc2c1 (stereo not drawn)	24	5	-7	11	1	-15	-3	0	-7
CCCn1c(SCC(=O)c2ccc3c(c2)OCCO3)nnc1-c1ccco1	12	14	-1	2	0	-10	4	0	13
CCOC(=O)C1CCN(Cc2ccccc2C(F)(F)F)CC1	-8	9	-4	-1	1	0	4	-6	-4
CCC(C)NC(=O)CSc1nnc(-c2c[nH]c3ccccc23)o1 (stereo not drawn)	-2	1	2	4	-5	6	5	-7	-5
O=C(/C=C/c1ccc(F)cc1)Nc1ccc2[nH]c(=O)[nH]c2c1	-2	0	-2	0	-2	6	3	-5	2
Cc1nonc1CC(=O)N1CCCC(C(=O)c2cccc(C(F)(F)F)c2)C1 (stereo not drawn)	-8	-1	-5	2	2	18	7	-6	-15
CN(C)CCCNC(=O)c1ccc(Oc2ccccc2)cc1	-1	9	1	1	-4	-2	8	-12	11
Cn1c(N)c(C(=O)COC(=O)c2ccc(C(F)(F)F)cc2)c(=O)n(C)c1=O	9	11	3	10	-2	-8	-8	1	-9
O=S(=O)(c1ccc(Cl)cc1)N1CCN(C2CCN(Cc3ccccc3)CC2)CC1	-6	-1	37*	2	-13	-44	-18	-4	15
Continued:
SMILES	CHRM5 antagonist	TAAR1 ag	CHRM1 antagonist	CHRM4 agonist	CHRM5 agonist	M5 PAM	CHRM1 PAM	M1 ag	M4 antag
Cc1ccc(S(C)(=O)=O)cc1C(=O)NC(C)C1CC2CCC1C2 (stereo not drawn)	-6	9	-8	2	-1	1	12	-1	-5
Cc1cccc(C)c1NC(=O)CNC(=O)c1ccc2ccccc2n1	11	6	-6	2	1	-6	4	-1	-1
O=C(NC1CCCC1)C(C1CC1)n1c(C2CC2)nc2ccccc21 (stereo not drawn)	0	0	.	1	0	3	.	.	-13
C=CCn1c(SCC(=O)Nc2ccc3c(c2)OCCO3)nc2cc(C(=O)O)ccc2c1=O	10	4	-13	0	2	2	8	-1	5
Cc1ccc(/C=C2/SC(=O)NC2=S)o1	-11	.	-2	1	4	3	5	-3	0
CC(C)[C@H](NC(=O)NCCc1ccc(Cl)cc1)C(=O)O	-2	19	2	0	0	7	1	-2	5
COc1ccc(NC(=O)CNC(=O)c2ccco2)cc1	8	0	-10	1	0	-13	19	8	5
O=C(Cc1ccccc1[N+](=O)[O-])OCC(=O)c1c[nH]c2ccccc12	-1	0	-4	5	0	-6	2	-2	-2
CCOC(=O)c1[nH]cnc1C(=O)Nc1ccccn1	-4	5	-15	0	-1	7	4	-4	-3
CCSC1=C(C#N)C2(CCCC2)C(C#N)=C(N)N1	1	11	-1	3	2	7	3	-1	-4
Cc1cccc(NC(=S)NC2CC3CCCC(C2)N3Cc2cccs2)c1 (stereo not drawn)	11	10	1	10	-1	-5	-12	-10	3
CN(C)Cc1cccc([N+](=O)[O-])c1O	-9	6	-14	1	0	10	8	-2	-5
Nc1cccc2c1C(=O)N(c1ccccc1)C2=O	-2	0	-10	1	0	-2	5	-2	-2
CS(=O)(=O)NCCSCc1c(Cl)cccc1Cl	-2	1	3	1	-3	0	5	-5	-1
Cc1ccc(C)c(OCC(=O)Nc2nonc2NC(=O)COc2cc(C)ccc2C)c1	1	0	7	1	2	-5	-3	-1	-10
O=C(NC1CC2CCCC(C1)N2Cc1ccccc1)c1cccc(F)c1 (stereo not drawn)	3	-1	49*	2	-21	-7	-25	-9	6
CCSc1nnc(NC(=O)CSc2nccn2-c2cccc(C)c2)s1	-3	11	-39	2	0	0	2	-1	5
Cc1cc2nc(-c3cccc(Br)c3)c(Cc3cccc(Cl)c3)n2c(C)c1Br	7	-2	.	-1	-2	-5	.	.	5
O=S1(=O)N=C2CCCCCN2C(c2ccc(Cl)cc2)N1 (stereo not drawn)	-2	1	-8	1	-6	-10	13	-7	-1
CCCCN(C(=O)C1CCN(C(=O)c2ccccc2C)CC1)c1c(N)n(CCCC)c(=O)[nH]c1=O	-12	4	-1	0	-4	-4	4	-2	-1
CCCOc1cccc(C2/C(=C(/O)c3ccc(OC)cc3)C(=O)C(=O)N2CCN(C)C)c1 (stereo not drawn)	9	4	2	0	-2	4	-1	-3	1
CCc1ccccc1NC(=O)CNC(=O)CCC(=O)c1cc(C)sc1C	-3	0	-6	1	0	-3	6	1	-15
Cc1cc(Br)cn2c(Cc3ccsc3)c(-c3ccco3)nc12	-2	-1	-25	0	1	8	6	-3	-24

These rows are one share of the data (hit frequency here may not be typical).
